MT stabilize HCS = microtubule stabilizers in HeLa cells, primary screen, imaging, high-content imaging; HeLa tubulin immunostaining HCS, 24 h; share of cells brighter than vehicle mean+2SD; AID 2205, 2009; 200,000 tested, 0.83% active; % tubulin-high responders, % at 10 µM;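 active means plate Z-score above 3 for both tubulin-high and condensed-nucleus cell shares, with cell loss under 80%, at 10 µM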;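 further: anti alpha tubulin signal scored within the nucleus-defined area of each cell; some results filed as inactive read as strong as hits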
Autophagy mod = autophagy modulators in MEF cells, primary screen, imaging, high-content, MEF GFP-LC3. AID 463193, 2010. MEF GFP-LC3 puncta imaging; test concentration mostly 10 µM. calls only at 10 µM (by protocol). 190,000 tested, 0.98% active;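 active means percentage of spot-positive cells more than 3 SD above its plate mean, without a fluorescence outlier flag or 80% toxicity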;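 further: spot-positive cell cutoff set from DMSO-treated cells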
bCat nuc transl = modulators of beta-catenin nuclear translocation, primary screen, imaging, HeLa cells, immunofluorescence, high-content; nuclear translocation activity, % at 5 µM; AID 1665, 2009; 190,000 tested, 0.3% active;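 active means nuclear translocation activity above 50% at 5 µM, with a well cell count of 50 or more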;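 further: per-cell ratio of nuclear to cytoplasmic median beta-catenin stain intensity; plate controls were DMSO negative control for no effect and GSK-3 inhibitor IX positive control for full effect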
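Assay system: human HeLa cells, native beta-catenin; doses: 5 µM primary, 0.02–20 µM confirmation; incubation: compound treatment 24 h, 37°C, 5% CO2; technique: fluorescence imaging of beta-catenin antibody stain plus DAPI; measure: % activation, nuclear-to-cytoplasmic median beta-catenin signal ratio per cell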
NOD2 inhibition = NOD2 signaling inhibitors, cell-based, luminescence, uHTS, HEK293 (AID 1566) | HEK293 NOD2/NF-kB luciferase reporter, luminescence; higher % means a stronger effect | 290,000 tested, 0.63% active | inhibition, % at 4 µM; hits with a dose series show EC50 in µM; in the data active means inhibition above about 50%; further: many of its hits are not listed in these tables
NOD1 inhibition = NOD1 signaling inhibitors, primary screen, cell-based, luminescence, uHTS (AID 1578). NOD1-driven NF-kB luciferase reporter cells, luminescence; higher % means a stronger effect. inhibition, % at 4 µM; hits with a dose series show EC50 in µM. 290,000 tested, 1% active; in the data active means inhibition mostly above about 36%, no sharp cut-off; inactive means mostly below about 34%;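 further: HEK-293T reporter cells stimulated with the NOD1 agonist gamma-tri-DAP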
Ins promoter up = insulin promoter activators in MIN6 cells, imaging, high-content screening, mouse beta cells; MIN6 insulin promoter-GFP reporter; active compounds read high; z-score at 5 µM; 190,000 tested, 0.3% active; AID 1625, 2009;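 active means z-score above 3 at 5 µM with at least 500 cells counted in the well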
M17LAP inhibition = P. falciparum M17LAP inhibitors, primary screen, biochemical, fluorogenic H-Leu-NHMec substrate, 1536-well (AID 1619). recombinant M17LAP, H-Leu-NHMec fluorogenic kinetic assay; higher % means a stronger effect. one-dose inhibition, % at 30 µM; IC50 in µM for titrated hits. 220,000 tested, 0.38% active;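 active means compound inhibiting the enzyme by more than half at any dose during confirmatory dose-response retesting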;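 further: plate controls were full reaction with DMSO carrier for no effect and no enzyme background for full effect; strong numbers were not always called active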
Yfh1-off respiration = enhancers of respiration in Yfh1-depleted yeast, dose response, Friedreich's ataxia, plus single-dose screen (AID 1465); S. cerevisiae Yfh1-off respiration, WST-1 reduction, 72 h; higher fold induction means a stronger effect; fold induction at 50 µM; hits with a dose series show EC50 in µM; 220,000 tested, 0.074% active;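 active means fold induction of absorbance versus untreated yeast above a set limit, then at least 30% activation at any dose in follow-up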;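 further: activators that raise dye reduction in frataxin-depleted yeast; strong numbers were not always called active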
Dynein transport = inhibitors of GR-EGFP nuclear translocation, primary screen, dynein cargo transport inhibitor project, imaging, high-content, 3617.4 mouse cells | z-score, hits read low | 220,000 tested, 0.47% active | test concentration mostly 20 µM; stimulated with dexamethasone, 1 µM; active compounds read low;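 active means plate z-score of nuclear minus cytoplasmic receptor signal below a set negative limit, without overly bright fluorescence or cell loss, cut at about -3.5 in these data, passing the limit was not always enough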;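 further: z-score of nuclear minus cytoplasmic ring GR-EGFP intensity difference per well; some compounds called inactive have numbers as strong as hits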
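Buffer or medium: tet-free, stripped-serum medium; Also added: dexamethasone, 1.0 µM final; Technique: high-content fluorescence imaging after fixation; Times: 48 h induction, 1 h compound, 30 min dex at 37 °C; Read-out: per-cell GR-EGFP intensity, nucleus versus surrounding cytoplasmic ring, well-averaged.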
Dynein transport cytoplasmic EGFP = second read-out of Dynein transport, no call of its own (marks repeat the call); z-score; measured here: cytoplasmic GR-EGFP intensity; active compounds read high
Dynein transport nuclear GR-EGFP = recorded beside Dynein transport, whose call it bears; z-score; measured here: nuclear GR-EGFP intensity;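 lower value marks the stronger effect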
Dynein transport cell count = recorded beside Dynein transport, whose call it bears; z-score; measured here: cell count per field
Ins promoter up cell count = second read-out of Ins promoter up, no call of its own (marks repeat the call); cell count; measured here: cytotoxicity, nuclei count;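 total cells summed across four imaged fields per well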
bCat nuc transl cell count 5 µM = recorded beside bCat nuc transl, whose call it bears; cell count; measured here: cell count, cytotoxicity flag
MT stabilize HCS Hoechst-high % = further read-out of MT stabilize HCS, marked with its call; % Hoechst-high responders; measured here: nuclear condensation Hoechst responders;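 share of cells brighter than vehicle mean plus two SD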
MT stabilize HCS cytotoxicity % = further read-out of MT stabilize HCS, marked with its call; toxicity, %; measured here: cytotoxicity by cell density;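 0% = mean cell density of plate MIN control wells and 100% = no cells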
Autophagy mod cell loss 18 h = also measured in Autophagy mod; calls as there; toxicity, %; measured here: cell loss, nuclei count;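 cell loss after 18 h compound exposure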
Active calls of the source: *; i = inactive; . = no result given.

Each structure is followed by: Ins promoter up cell count, MT stabilize HCS cytotoxicity %, MT stabilize HCS Hoechst-high %, bCat nuc transl, Autophagy mod cell loss 18 h, Yfh1-off respiration, NOD1 inhibition, MT stabilize HCS, bCat nuc transl cell count 5 µM, Dynein transport cytoplasmic EGFP, Dynein transport, Dynein transport cell count, Dynein transport nuclear GR-EGFP, Autophagy mod, Ins promoter up, NOD2 inhibition, M17LAP inhibition
1. COC(=O)C1C(=O)C2=C(CC1C)Nc1ccccc1NC2c1ccc(C)s1 (stereo not given)
→ 1635, 3.7, 1.0, -1.7, 24, i, -18%, 2.0, 998, -0.28, 0.49, 1.6, 0.51, i, -0.08, 15%, 18%
2. Cc1cccc2nc(-c3ccco3)c(Nc3ccc4c(c3)OCO4)n12
→ 1268, 6.7, 2.5, -0.3, 4, i, 4%, 4.2, 1087, -0.3, 1, -0.84, 1.2, i, 0.35, -10%, -5%
3. O=C(Cc1ccc(Br)cc1)N1CCN(c2ccccc2)CC1
→ 1260, 4.0, 1.8, 1.6, 0, i, -2%, 3.6, 1117, -0.26, -0.43, -0.35, -0.25, i, 0.24, -4%, 3%
4. CN1CCC(CO)(Cc2ccccc2)CC1
→ 1268, 7.5, 1.2, -1.0, 23, i, -28%, 4.4, 979, -0.24, 0.29, -0.32, 0.16, i, -1.1, 12%, -1%
5. COCCn1c(SCC(=O)N2CCCC2)nnc1-c1ccoc1C
→ 1335, 8.0, 1.7, -3.7, 3, i, -24%, 2.1, 1010, -0.22, -0.84, 1, -0.53, i, 0.36, -9%, 6%
6. COc1cc(OC)cc(C(=O)Nc2ccccc2C(=O)N2CCCC2)c1
→ 1562, 2.4, 1.7, -0.5, -3, i, -2%, 2.1, 1355, -0.16, -0.3, 0.32, -0.77, i, -0.24, -23%, 3%
7. Cc1c(C(=O)Nc2ccccc2C(=O)N2CCCC2)cccc1[N+](=O)[O-]
→ 1423, 7.4, 3.4, 0.3, -7, i, -6%, 3.8, 1515, -0.12, 0.6, -0.34, 0.58, i, 0.85, -20%, -3%
8. CCOC(=O)CNC(=O)c1sc2nc(C)cc(C)c2c1N
→ 1318, 9.8, 1.9, -3.3, 1, i, -27%, 1.5, 981, -0.15, 0.58, -0.5, 0.4, i, 0.95, 5%, 18%
9. O=C(c1ccc(-n2cnnn2)cc1)N1CCCCC1
→ 1274, 7.4, 2.0, -1.0, 1, ., -22%, 1.7, 1167, -0.31, -0.061, 0.18, 0.13, i, 0.04, 3%, -3%
10. O=C(O)c1cccnc1SCc1cccc(Cl)c1
→ 1223, 4.5, 2.0, -0.4, -3, i, -28%, 2.5, 1099, -0.28, 0.32, 0.038, 0.53, i, 0.01, 2%, 24%
11. N/C(=N\N=C\c1cccs1)SC1CC(=O)N(c2cccc([N+](=O)[O-])c2)C1=O (stereo not given)
→ 1190, 8.3, 3.1, -0.7, 6, i, -23%, 3.1, 1046, -0.35, 1.7, -0.59, 1.2, i, -0.43, -3%, 2%
12. O=C(CSc1nc2ccccc2[nH]1)c1cccs1
→ 1287, 10, 3.5, -0.9, 5, ., -79%, 2.7, 1032, -0.11, -0.1, -0.61, 0.35, i, 0.65, -96%, 2%
13. Cc1cccc(NC(=S)NCc2ccncc2)c1C
→ 1451, 12, 3.3, ., 7, i, -17%, 6.2, ., -0.25, 2, -1.4, 1.1, i, 0.35, 2%, 16%
14. O=C(NCC1CCCO1)/C(=C\c1ccc(Cl)cc1)NC(=O)c1ccccc1 (stereo not given)
→ 1450, 7.7, 1.5, 1.6, 34, i, -5%, 2.4, 1362, -0.16, 0.46, 0.027, 0.58, i, 0.21, 12%, 0%
15. Cc1nc(C(=O)Nc2ccc(Cl)cc2)nn1-c1ccc([N+](=O)[O-])cc1
→ 1883, 2.0, 1.4, -3.5, 14, i, -11%, 2.3, 1052, -0.22, -0.16, 1, -0.38, i, 0.66, 13%, -9%

Fetched by compound from above:
Each structure is followed by: Ins promoter up cell count, MT stabilize HCS cytotoxicity %, MT stabilize HCS Hoechst-high %, bCat nuc transl, Autophagy mod cell loss 18 h, Yfh1-off respiration, NOD1 inhibition, MT stabilize HCS, bCat nuc transl cell count 5 µM, Dynein transport cytoplasmic EGFP, Dynein transport, Dynein transport cell count, Dynein transport nuclear GR-EGFP, Autophagy mod, Ins promoter up, NOD2 inhibition, M17LAP inhibition
8. CCOC(=O)CNC(=O)c1sc2nc(C)cc(C)c2c1N
→ 1318, 9.8, 1.9, -3.3, 1, i, -27%, 1.5, 981, -0.15, 0.58, -0.5, 0.4, i, 0.95, 5%, 18%
15. Cc1nc(C(=O)Nc2ccc(Cl)cc2)nn1-c1ccc([N+](=O)[O-])cc1
→ 1883, 2.0, 1.4, -3.5, 14, i, -11%, 2.3, 1052, -0.22, -0.16, 1, -0.38, i, 0.66, 13%, -9%

Continued:
Each structure is followed by: Ins promoter up cell count, MT stabilize HCS cytotoxicity %, MT stabilize HCS Hoechst-high %, bCat nuc transl, Autophagy mod cell loss 18 h, Yfh1-off respiration, NOD1 inhibition, MT stabilize HCS, bCat nuc transl cell count 5 µM, Dynein transport cytoplasmic EGFP, Dynein transport, Dynein transport cell count, Dynein transport nuclear GR-EGFP, Autophagy mod, Ins promoter up, NOD2 inhibition, M17LAP inhibition
16. O=C(CCc1nnc(CCCc2ccccc2)o1)NCCc1ccccc1
→ 1413, 4.6, 2.2, -0.1, -1, i, -46%, 3.0, 1032, -0.15, 0.29, -0.32, 0.21, i, 0.57, -18%, 0%
17. COc1ccc(Nc2nc(N)nc(CSC(=S)N3CCC(C)CC3)n2)cc1
→ 1377, 9.6, 4.1, 3.4, -4, i, 21%, 2.6, 987, -0.039, -0.17, -0.63, 0.38, i, -0.3, -27%, -2%
18. CS(=O)(=O)N(CC(=O)N/N=C/c1ccco1)c1ccccc1Br
→ 1273, 4.4, 2.4, -0.5, 8, i, -27%, 2.6, 503, -0.26, 0.7, -0.78, 0.12, i, 0.21, 19%, 7%
19. CC(=O)Nc1ccc(N2CCN(C(=O)c3cccs3)CC2)cc1
→ 1106, 5.9, 1.5, -4.1, -4, i, -13%, 3.8, 941, -0.22, 0.23, 0.17, 0.39, i, 0.38, -4%, -4%
20. CNC(=O)c1cccc2nc3ccccc3nc12
→ 1065, ., ., 0.9, ., i, 2%, ., 1247, -0.23, 0.32, -0.068, 0.47, ., -0.7, 14%, 11%
21. O=[N+]([O-])c1ccc(OCC2CC(c3ccccc3)=NO2)cc1 (stereo not given)
→ 1163, ., ., 1.1, ., i, -8%, ., 1313, -0.26, 0.75, -0.06, 0.48, ., 0.34, -6%, 12%
22. Cc1csc(SCCN2C(=O)c3ccccc3C2=O)n1
→ 1461, 4.8, 1.7, -7.0, 3, i, -46%, 1.1, 977, -0.19, -0.45, -0.5, -0.14, i, -0.51, -18%, -11%
23. Nc1nnc2c(n1)CCCC2
→ 1821, 12, 2.8, -3.3, 29, i, -18%, 4.3, 1122, -0.29, -0.51, 0.11, 0.012, i, -0.1, 20%, 13%
24. Cc1ccc(/C=C/c2nnc(-c3cccs3)o2)cc1
→ 1593, 0.1, 1.0, -2.1, 12, i, -44%, 2.5, 1391, -0.19, 0.81, -0.92, 1.1, i, 0.22, -206%, -12%
25. COc1ccc2c(c1OC)C(=O)OC2Nc1ccccc1S(=O)(=O)C(F)F (stereo not given)
→ ., 12, 1.8, ., 8, i, -9%, 4.5, ., -0.21, 0.91, 0.27, 1, i, ., -5%, -2%
26. Cc1ccc(-c2noc(CCC(=O)NCC3CCN(Cc4cccc(C)c4)CC3)n2)cc1
→ 1117, 7.5, 1.8, 1.3, 4, i, -48%, 3.1, 995, -0.041, -1.1, -0.39, -0.54, i, 0.37, -5%, 0%
27. O=[N+]([O-])c1ccc(O)c(C=Nc2ccc3c(c2)OCCO3)c1
→ 1208, 2.7, 2.1, 4.2, 32, i, 44%, 2.5, 454, -0.19, 0.17, -0.34, 0.14, i, 0.04, -7%, -4%
28. O=C(O)C1CCN(c2ccccc2[N+](=O)[O-])CC1
→ 1247, 6.6, 1.8, -1.4, 11, i, -18%, 6.1, 899, -0.12, 0.66, 0.36, 0.65, i, 0.13, 13%, 0%
29. CNC(=O)NNC(=O)c1nc(-c2ccccc2)c(C)o1
→ 1397, ., ., 1.0, ., i, 0%, ., 1322, -0.27, 1.1, -0.87, 0.29, ., 0.29, 12%, 9%
30. COc1ccc(-c2nnn(CC(=O)N(CCO)C(C(=O)NC3CCCC3)c3ccc(F)cc3)n2)cc1 (stereo not given)
→ 941*, 15, 2.0, -2.0, -5, i, 32%, 2.5, 1111, -0.19, -0.24, -0.051, 0.061, i, 3.3*, -3%, -15%
31. CCC(C)(C)NC(=O)C1CCCN1C(=O)NC1CCCCC1 (stereo not given)
→ 1316, 7.9, 1.4, 0.2, -3, i, -28%, 2.2, 1123, -0.14, -0.27, 0.26, 0.028, i, 0.11, -18%, 9%
32. O=C(NCc1ccco1)C1CCN(c2nnc(-n3cccc3)s2)CC1
→ 1807, 3.0, 1.8, -0.6, -11, i, 5%, 2.1, 949, -0.24, -0.1, 0.55, 0.044, i, 0.58, 3%, 7%
33. O=C1CCC(C(=O)N(Cc2cccs2)C2(C(=O)NC3CCCCC3)CCCCC2)N1 (stereo not given)
→ 1027, 6.6, 0.6, 0.3, 29, i, -25%, 3.5, 1061, -0.27, 0.19, 0.35, -0.063, i, -0.08, -2%, 4%

An excerpt; the hit share may differ from the screen's.
